Screening results as filed in PubChem BioAssay.
SENP8 block-1 – SENP8 protease inhibitors, primary screen, biochemical, luminescence; Sentrin-specific protease 8 (Homo sapiens), Q96LD8; purified SENP8, Z-RLRGG-aminoluciferin cleavage; inhibition, % at 10 µM; actives 1.2% (n = 330,000); AID 2540, 2010; in the data active = inhibition above about 50%
SENP1 FRET inh – human SENP1 catalytic domain inhibitors, primary screen, biochemical, FRET, uHTS; Sentrin-specific protease 1 (Homo sapiens), Q9P0U3; recombinant SENP1 catalytic domain, CyPet-SUMO1-YPet FRET cleavage; inhibition, % at 10 µM; actives 0.21% (n = 360,000);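 active = inhibition at least 30% at 10 µM, raw YFP signal under a set limit, fluorescence ratio 0.5 to 1.5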;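 note: 0% = enzyme with DMSO and 100% = no enzyme wells; some results filed as inactive read as strong as hits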
Target sequence (Q9P0U3 419-644 limits assumed): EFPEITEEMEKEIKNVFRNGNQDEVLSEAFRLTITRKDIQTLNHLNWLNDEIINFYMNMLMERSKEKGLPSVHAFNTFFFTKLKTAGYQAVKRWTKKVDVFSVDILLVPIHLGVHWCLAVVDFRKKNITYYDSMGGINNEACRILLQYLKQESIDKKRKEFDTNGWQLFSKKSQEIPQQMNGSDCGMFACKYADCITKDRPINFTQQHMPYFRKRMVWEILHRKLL
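Test system: hSENP1 catalytic domain, recombinant; Amount: 20 pM final SENP1 enzyme; Medium: Tris pH 8 buffer plus EDTA, NaCl, BME, BSA, NP40, catalase; Schedule: 50 min enzyme reaction, room temperature, light-protected; Technique: FRET fluorescence in CFP and YFP emission channels; Controls: no-enzyme wells low, DMSO-plus-enzyme wells high control.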
HKDC1 inh – HKDC1 hexokinase inhibitors, primary screen, biochemical, fluorescence, uHTS; Q2TB90; recombinant HKDC1, G6PDH/diaphorase resazurin coupled fluorescence; inhibition, % at 20 µM; actives 0.16% (n = 340,000);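 active = inhibition above about 35% when tested at 20 µM, limit read from the data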;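 note: plate controls were DMSO wells with enzyme for no effect and DMSO wells lacking enzyme for full effect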
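Assay system: in-house recombinant HK5 (HKDC1) enzyme. Input: HKDC1 at 5 µg/mL. Medium: Tris pH 8.0 buffer with MgCl2, Tween-20, BSA, BME. Dosing: single 20 µM dose. Schedule: 90 min reaction incubation at room temperature, dark. Signal: resazurin-to-resorufin fluorescence via G6PDH and diaphorase coupling, 525/613 nm. Controls: DMSO-enzyme wells negative, buffer-substituted wells positive.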
PfG6PD inh – PfG6PD enzyme inhibitors, primary screen, biochemical, fluorescence intensity, uHTS; glucose-6-phosphate dehydrogenase-6-phosphogluconolactonase (Plasmodium falciparum 3D7); PfGluPho enzyme, NADPH resazurin-diaphorase fluorescence; inhibition, % at 20 µM; actives 0.78% (n = 350,000);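 active = inhibition reaching at least a set limit at 20 µM in the primary screen, cut at about 59% in these data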;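 note: 0% = DMSO wells with substrate and 100% = DMSO wells lacking glucose-6-phosphate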
NLRP3 yeast inh – NALP3 inflammasome inhibitors in reconstituted yeast, primary screen, luminescence, uHTS | Yeast reconstituted NLRP3/ASC/caspase-1, beta-gal luminescence, 24 h | inhibition, % at 10 µM | actives 0.39% (n = 330,000) | AID 2825, 2010;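 active = inhibition of 50% or more; inactive = inhibition below 50%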;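 note: plate controls were induced DMSO wells for no effect and uninduced yeast grown without galactose for full effect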
SENP6 inh – SENP6 protease inhibitors, primary screen, biochemical, luminescence, uHTS; actives 1.8% (n = 330,000); Sentrin-specific protease 6 (Homo sapiens), Q9GZR1; inhibition, % at 10 µM; Recombinant SENP6 catalytic domain, aminoluciferin luminescence;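 active = inhibition above about 50% at the single tested dose, limit read from the data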;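 note: plate controls were DMSO wells with enzyme for no effect and DMSO wells lacking enzyme for full effect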
Target sequence (Q9GZR1 628-1112 limits assumed): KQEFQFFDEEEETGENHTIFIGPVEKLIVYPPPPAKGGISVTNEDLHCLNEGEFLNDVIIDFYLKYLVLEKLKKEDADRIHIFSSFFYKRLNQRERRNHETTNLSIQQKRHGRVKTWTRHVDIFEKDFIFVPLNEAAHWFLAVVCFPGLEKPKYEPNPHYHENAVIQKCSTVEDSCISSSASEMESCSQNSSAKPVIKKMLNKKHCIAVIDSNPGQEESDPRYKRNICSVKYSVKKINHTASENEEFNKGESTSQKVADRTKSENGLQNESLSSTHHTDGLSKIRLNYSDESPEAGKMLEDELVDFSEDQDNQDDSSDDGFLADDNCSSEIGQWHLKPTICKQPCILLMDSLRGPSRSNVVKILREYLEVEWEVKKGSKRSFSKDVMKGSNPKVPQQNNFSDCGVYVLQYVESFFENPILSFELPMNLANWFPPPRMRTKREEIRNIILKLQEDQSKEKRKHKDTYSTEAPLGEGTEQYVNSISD
SENP7 inh – SENP7 protease inhibitors, primary screen, biochemical, luminescence, uHTS | actives 1.5% (n = 330,000) | inhibition, % at 5 µM | recombinant SENP7, Z-RLRGG-aminoluciferin luminescence, 40 min;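 active = inhibition above about 50% at the single test dose, limit read from the data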;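 note: plate controls were DMSO with enzyme for no effect and no enzyme buffer wells for full effect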
Target sequence (Q9BQF6 706-1050 limits assumed): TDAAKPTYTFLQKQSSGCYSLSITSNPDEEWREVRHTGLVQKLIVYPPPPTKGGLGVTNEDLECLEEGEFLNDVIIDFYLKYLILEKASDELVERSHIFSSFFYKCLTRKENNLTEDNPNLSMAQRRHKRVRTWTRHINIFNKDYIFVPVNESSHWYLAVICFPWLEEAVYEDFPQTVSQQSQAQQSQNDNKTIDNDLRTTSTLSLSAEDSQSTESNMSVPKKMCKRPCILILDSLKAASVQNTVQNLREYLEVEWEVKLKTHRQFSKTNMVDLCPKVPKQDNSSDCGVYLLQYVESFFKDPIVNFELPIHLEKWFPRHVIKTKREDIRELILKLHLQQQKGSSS
Apaf-1 inh – inhibitors of human Apaf-1 apoptosome, primary screen, biochemical, DEVD-Rh110 fluorescence, uHTS. actives 0.71% (n = 330,000). AID 489030, 2010. reconstituted apoptosome caspase-3 activity. inhibition, % at 20 µM. Apoptotic protease-activating factor 1 (Homo sapiens), O14727; active = inhibition of at least 40% at 20 µM;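 note: plate controls were DMSO wells for no effect and DEVD-CHO caspase inhibitor wells for full effect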
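Material: reconstituted apoptosome with Apaf-1, cytochrome c, caspase-9, procaspase-3, dATP; medium: pH 7.5 Hepes buffer with CHAPS, BSA, DTT; also added: cytochrome c and DEVD-Rh110 substrate; timing: 30 min plus 50 min, RT; signal: Rh110 fluorescence intensity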
SENP8 block-2 – human SENP8 protease inhibitors, primary screen, biochemical, fluorescence, Nedd8 protein substrate, uHTS; actives 0.64% (n = 360,000); Sentrin-specific protease 8 (Homo sapiens), Q96LD8; inhibition, % at 20 µM; recombinant SENP8; AID 602440, 2012; in the data active = inhibition mostly above about 40%, no sharp cut-off; inactive = mostly below about 27%
Active calls of the source: *; · = not tested or not shown.

Under each structure – SENP8 block-1 | SENP1 FRET inh | HKDC1 inh | PfG6PD inh | NLRP3 yeast inh | SENP6 inh | SENP7 inh | Apaf-1 inh | SENP8 block-2
CCc1cc(=O)oc2cc(C)cc(OCC(=O)NCc3ccncc3)c12
    5 | 1 | -2 | 15 | 14 | 11 | -11 | 1 | -304
Cc1cc2c(=O)n(C)c(SCC(=O)Nc3ccccc3)nc2s1
    -4 | -1 | 3 | -2 | 27 | -17 | -14 | 10 | 14
CCCCn1c(N)c(N(CC(C)C)C(=O)c2ccc(-c3ccc(Cl)cc3)o2)c(=O)[nH]c1=O
    10 | -29 | -7 | 2 | 16 | 11 | 8 | 3 | -257
N#Cc1c(C#N)c(SSc2c(C#N)c(C#N)c(N)n2-c2ccccc2)n(-c2ccccc2)c1N
    · | -2 | -1 | 111* | · | · | · | · | 18
Cc1nc2c(-c3ccc(F)cc3)c(C)nn2c(C)c1CCC(=O)N1CCOCC1
    7 | 2 | -2 | 10 | 21 | 0 | -1 | 15 | -15
Cc1nnsc1-c1onc(C)c1C(=O)Nc1cc(Cl)cc(Cl)c1
    -10 | 1 | -4 | 9 | 5 | -12 | 11 | 3 | 8
COC(C[C@H](O)C[C@@H](O)[C@@H](C)OCc1ccccc1)OC
    -9 | 1 | -8 | -1 | -1 | -14 | -10 | -8 | 0
CCCCSc1nc(O)c(C2OC(=O)c3c2ccc(OC)c3OC)c(=O)n1-c1ccccc1 (stereo unspecified)
    -5 | -2 | 9 | -38 | 16 | -22 | 2 | 14 | 19
C=C(C)CSc1nc2c(cc1C#N)CCC2
    -7 | -1 | 2 | -16 | 29 | -5 | -4 | 11 | -3
CCN(CC)S(=O)(=O)c1cc([N+](=O)[O-])ccc1NNC(=O)Nc1ccc(Cl)c(Cl)c1
    -15 | 1 | -2 | 58 | 18 | -13 | -9 | 20 | 28
CCN(C(=O)CN1C(=O)c2ccc([N+](=O)[O-])cc2C1=O)C1CCS(=O)(=O)C1 (stereo unspecified)
    9 | 1 | -2 | -5 | 8 | 6 | -2 | 6 | 18
CS(=O)(=O)c1ccc(C(=O)Nc2ccccc2N2CCOCC2)c(Cl)c1
    4 | 1 | -12 | 13 | 19 | 3 | -2 | -1 | 10
O=C(CSc1ccc(-c2ccccn2)nn1)Nc1ccccc1
    1 | 2 | -3 | 0 | 26 | 3 | -4 | -4 | 6
Cc1cc(Cl)c(S(=O)(=O)NCCC(=O)O)cc1OCC(N)=O
    -6 | 4 | -4 | -7 | 8 | -20 | -4 | 10 | 22
Cn1nnnc1SCC(=O)Nc1nc2c(F)c(F)c(F)cc2s1
    -24 | -7 | -1 | 4 | 28 | -4 | -8 | 2 | -2
CC1CCCN(C(=O)COc2ccc3c(c2)OCO3)C1 (stereo unspecified)
    -14 | -1 | 0 | 14 | 19 | -22 | -8 | 1 | 6
NS(=O)(=O)c1cccc(NC(=O)CSc2ccccn2)c1
    2 | 1 | 4 | -4 | -8 | 0 | 10 | -2 | 19
COc1cc2c(cc1OC)/C(=C/C(=O)c1ccc(NC(C)=O)cc1)NCC2
    -9 | -126 | -1 | 0 | -5 | 0 | -8 | 16 | -19
CN(C)c1ccc(/C=C(/NC(=O)c2ccccc2)C(=O)NCCCn2ccnc2)cc1
    -10 | 1 | -2 | 14 | 2 | -11 | -10 | -1 | -458
COC(=O)C1Cc2ccccc2CN1C(=O)CCl (stereo unspecified)
    -7 | 1 | -2 | -11 | -2 | -11 | -4 | -11 | 19
COCCOC(=O)c1[nH]c2c(c1C)C(=O)CC(c1cccs1)C2 (stereo unspecified)
    · | -12 | -5 | 1 | · | · | · | · | -2
CC(C)(C)NC(=O)CN(Cc1ccc2c(c1)OCO2)C(=O)CNC(=O)c1cccs1
    0 | · | · | · | 4 | -16 | -3 | 6 | ·
CCSc1nnc(NC(=O)CSC2=NCCS2)s1
    5 | 4 | -15 | 3 | 11 | -8 | 12 | -13 | 34
Cc1cc(C)nc(NS(=O)(=O)c2ccc(-n3cccc3)cc2)n1
    -1 | -4 | 4 | -7 | -6 | -15 | 1 | -2 | 23
CN(C)CC(=O)c1ccc(-c2ccccc2)cc1
    1 | -4 | -16 | -8 | 29 | -4 | 3 | 5 | -14
CCCN1CCN(c2nc3c([nH]2)c(=N)ncn3CC(O)CO)CC1 (stereo unspecified)
    3 | 1 | 6 | -2 | 15 | 0 | 2 | -8 | 18
O=C(Nc1cccnc1)c1ccc(COc2ccccc2Cl)o1
    -3 | -1 | -7 | 7 | 15 | -9 | 0 | 5 | 10
O=C(NCCc1ccc(Cl)cc1)C1CCCN(S(=O)(=O)N2CCCCCC2)C1 (stereo unspecified)
    -10 | 1 | -3 | -20 | 5 | 6 | -4 | 5 | 8
COc1ccc(N(CC(=O)NC2CC3CCC2C3)S(=O)(=O)c2ccc(C)cc2)cc1 (stereo unspecified)
    3 | 1 | -6 | 19 | 6 | 7 | -10 | 6 | 12
COc1cccc(NC(=O)CN(C)C(=O)CCNC(=O)c2ccc(Br)cc2)c1
    0 | 2 | 1 | 8 | 0 | 2 | 4 | 10 | 16
N#Cc1ccc(OCC(=O)OCC(=O)NCCC2=CCCCC2)cc1
    -8 | 3 | -2 | 4 | 7 | 5 | -3 | 2 | 16
COC(=O)c1cccc(C(=O)N2CCCC(CNC(=O)c3ccccc3Cl)C2)c1 (stereo unspecified)
    -4 | 2 | -6 | -8 | -8 | 8 | -2 | -13 | 19
Brc1ccccc1OCCCN1CCCCCC1
    -3 | 1 | 0 | -18 | 9 | -3 | -3 | -5 | 18
CCOc1ccc(NC(=O)CSc2nnc(C3CC3)n2N)cc1
    -2 | 1 | -4 | 3 | 8 | -1 | -2 | -6 | 14
COc1ccc(OC)c(/C=N/NC(=O)C(O)c2ccccc2)c1 (stereo unspecified)
    -5 | -7 | -7 | -10 | 8 | -10 | 13 | -4 | -411
O=C(CCS(=O)(=O)c1ccccc1Cl)NCc1ccc(F)cc1
    0 | 1 | 4 | 4 | -3 | -2 | 6 | -12 | 24
O=C(O)c1cc(Cl)c2ccccc2c1O
    -10 | -4 | 9 | -16 | 10 | 2 | -2 | 6 | -251
COc1ccc(N(CC(=O)NCc2ccc3c(c2)OCO3)C(=O)c2csnn2)cc1
    -5 | 2 | -3 | -16 | -5 | -18 | -3 | 3 | 11
COc1ccc(NS(=O)(=O)c2ccc3c(c2)n(C)c(=O)n3C)cc1
    -7 | 1 | 11 | -34 | -5 | 8 | 1 | -4 | 8
CN1C2CCC1CC(NC(=O)CSCc1ccc(Cl)cc1Cl)C2 (stereo unspecified)
    -5 | 2 | -4 | -5 | 20 | -11 | -7 | 9 | 25

Record cards, as listed above. Order of screens: SENP8 block-1, SENP1 FRET inh, HKDC1 inh, PfG6PD inh, NLRP3 yeast inh, SENP6 inh, SENP7 inh, Apaf-1 inh, SENP8 block-2
`C=C(C)CSc1nc2c(cc1C#N)CCC2` is listed with -7, -1, 2, -16, 29, -5, -4, 11, -3
`CC1CCCN(C(=O)COc2ccc3c(c2)OCO3)C1` (stereo unspecified) is listed with -14, -1, 0, 14, 19, -22, -8, 1, 6

Additional compounds.
Under each structure – SENP8 block-1 | SENP1 FRET inh | HKDC1 inh | PfG6PD inh | NLRP3 yeast inh | SENP6 inh | SENP7 inh | Apaf-1 inh | SENP8 block-2
COC(CNC(=O)CN1CCN(Cc2ccc(F)cc2Cl)C1=O)OC
    9 | 1 | -5 | -10 | 11 | 6 | 3 | -3 | 16
COc1ccccc1NC1=C(N2CCCCC2)C(=O)c2ccccc2C1=O
    73* | -80 | 12 | 37 | 41 | 74* | 47 | 95* | 88*
CC(C)[C@@H]1NC(=O)N(c2ccc(Oc3ccccc3)cc2)C1=O
    -11 | 3 | -2 | -7 | 21 | -3 | 10 | 1 | 9
COc1ccc(S(=O)(=O)Nc2nc(C(F)(F)F)cs2)cc1
    -3 | 1 | -9 | -28 | 8 | -2 | 4 | -1 | 9
CCOC(=O)c1ccc(S(=O)(=O)NNC(=O)c2ccc3c(c2)nc(C)n3CC)cc1
    -3 | 3 | -15 | 4 | 8 | -11 | 3 | -8 | 4
CCN(c1ccccc1)S(=O)(=O)c1ccc(OC)c(NS(=O)(=O)c2cccs2)c1
    -6 | 3 | -3 | -30 | 6 | -12 | -2 | 4 | 26
CCN(CC)c1ccc(C=C2C(=O)OC3(CCCC3)OC2=O)cc1
    -11 | -1 | 1 | -1 | 7 | -18 | -5 | 5 | -5
COC(=O)CCCC1=CC2=CC(=O)C(C)(OC(=O)c3cccs3)C(=O)C2=CN1c1ccc(OC)cc1 (stereo unspecified)
    2 | -43 | 19 | 44 | 15 | 21 | 0 | 29 | -24
O=C(O)C1NCCc2ccccc21 (stereo unspecified)
    3 | 0 | -18 | -3 | 13 | -7 | 3 | -21 | 8
CCCCN1CN(Cc2ccco2)CNC1=S
    -3 | 0 | -6 | -19 | 13 | -8 | 1 | -5 | 15
Cc1occc1C(=O)N1CCN(C(c2ccccc2)c2ccccc2)CC1
    -13 | -25 | 1 | -8 | 5 | 1 | 1 | 17 | 6
O=C(CSc1ncnc2ccccc12)Nc1cc(S(=O)(=O)N2CCCCC2)ccc1Cl
    2 | -11 | 8 | -18 | 14 | 3 | 10 | -5 | -11
O=C(COc1ccc(-n2cnnn2)cc1)Nc1ccc(F)cc1
    -2 | 1 | -4 | 5 | 16 | -7 | -5 | -4 | 11
CC(=O)Oc1c(/C=C(\C#N)C(N)=O)[nH]c2ccccc12
    · | -24 | 16 | 20 | · | · | · | · | -267
NC(=S)NCc1cccnc1
    -3 | 4 | -11 | 0 | 3 | -4 | -5 | -17 | 7
C=CCSc1nc2ccccc2n1S(=O)(=O)c1ccc(Cl)cc1
    -2 | 2 | -6 | 8 | 32 | -10 | 5 | 18 | 9
CCO[C@@H]1OC(C(=O)NCc2nc3ccccc3[nH]2)=C[C@H](c2cn(C(C)=O)c3ccccc23)[C@H]1CCCO
    2 | -2 | -6 | 8 | 3 | -10 | -8 | 4 | -20
CCOc1ccc(NCCC#N)cc1
    4 | 0 | 4 | 2 | -16 | 0 | 3 | 6 | -10
CC(NC(=O)C1CCN(S(=O)(=O)N2CCC3(CC2)OCCO3)CC1)c1ccccc1 (stereo unspecified)
    7 | 2 | -10 | -7 | -4 | 10 | 11 | -2 | 6
